# GBA activity up: glucocerebrosidase activity enhancement. P04062. L444P Gaucher fibroblasts, 4-MU-glucoside fluorescence, 3 days. activation, % at 10 µM. actives 0.44% (n = 30,000). AID 784; in the data active = activation above about 65%;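 note: 0% = vehicle wells and 100% = positive control wells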
# Target sequence (P04062 whole entry L483P): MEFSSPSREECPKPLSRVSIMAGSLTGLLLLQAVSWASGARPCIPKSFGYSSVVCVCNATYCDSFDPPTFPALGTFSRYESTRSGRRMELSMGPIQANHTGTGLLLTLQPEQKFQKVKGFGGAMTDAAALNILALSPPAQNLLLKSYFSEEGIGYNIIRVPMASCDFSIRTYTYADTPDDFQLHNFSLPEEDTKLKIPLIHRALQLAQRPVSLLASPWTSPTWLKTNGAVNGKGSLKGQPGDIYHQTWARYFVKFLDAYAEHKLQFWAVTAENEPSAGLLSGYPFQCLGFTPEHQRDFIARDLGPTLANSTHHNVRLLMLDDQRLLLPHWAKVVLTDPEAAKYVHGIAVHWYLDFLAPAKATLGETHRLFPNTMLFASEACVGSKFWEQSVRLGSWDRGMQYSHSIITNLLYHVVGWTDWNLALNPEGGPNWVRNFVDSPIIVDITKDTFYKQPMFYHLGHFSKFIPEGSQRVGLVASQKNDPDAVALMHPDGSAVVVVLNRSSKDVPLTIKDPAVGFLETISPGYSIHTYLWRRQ
# * hit, by the source's call. An excerpt; rates above refer to the full screens.
# Start of the data: the first 21 entries, ahead of the listing:
SMILES,GBA activity up
CCOc1ccc(Nc2oc(-c3cccs3)nc2C#N)cc1,14
CCOc1cc(S(=O)(=O)NCCc2cccc(C)c2)c(OCC)cc1-n1cnnn1,5
C=CCc1cccc2cc(C(=O)N3CCN(C(=O)c4ccco4)CC3)c(=O)oc12,-27
COc1ccc2cc(C(c3nnnn3CC3CCCO3)N3CCOCC3)c(=O)[nH]c2c1 (stereo unspecified),-6
Cc1csc(NC(=O)c2cccs2)n1,-6
CSc1nc(N)nc(SCC(=O)c2ccccc2)c1C#N,4
Cc1ccc(NC(=O)CCn2nc(C)cc2C)c(C)c1,3
CCOC(=O)c1cc(=O)n2[nH]c(-c3ccc(C)cc3)cc2n1,3
Cc1ccc2c(c1)nnn2C1CCN(S(=O)(=O)c2ccc(C(=O)NC3CCCC3)cc2)CC1,-1
O=C1CCCc2nc(N3CCc4ccccc43)ncc21,-24
CCc1cc2c(N[C@@H](C)C(=O)O)ncnc2s1,-43
O=C(CCNC(=O)Cn1cnc2ccccc2c1=O)NCCC1=CCCCC1,-43
O=C(O)c1ccc(COCC(F)(F)F)cc1,12
CCN1CCCC1CNc1ncnc2c1[nH]c1ccc(Cl)cc12 (stereo unspecified),-15
COc1cc(C2CC(=O)C=C(O)C2)cc(OC)c1OC (stereo unspecified),-15
COCCn1nnnc1CN1CCN2CCCC2C1 (stereo unspecified),8
O=C(CCNS(=O)(=O)c1cccc2nsnc12)NCc1cccs1,-5
Cn1c(/N=C/c2cc(Cl)ccc2O)nc2ccccc21,-23
O=C(c1cc(S(=O)(=O)N2CCOCC2)ccc1F)N1CCN(Cc2ccccc2)CC1,7
Cc1ccc(NC(=O)c2ccc(OC(=O)c3ccco3)cc2)cc1,-5
C=CCNc1nc(Nc2ccc(OC)cc2OC)nc(OCC)n1,-18

# The whole of this part (from the top)
SMILES,GBA activity up
CCOc1ccc(Nc2oc(-c3cccs3)nc2C#N)cc1,14
CCOc1cc(S(=O)(=O)NCCc2cccc(C)c2)c(OCC)cc1-n1cnnn1,5
C=CCc1cccc2cc(C(=O)N3CCN(C(=O)c4ccco4)CC3)c(=O)oc12,-27
COc1ccc2cc(C(c3nnnn3CC3CCCO3)N3CCOCC3)c(=O)[nH]c2c1 (stereo unspecified),-6
Cc1csc(NC(=O)c2cccs2)n1,-6
CSc1nc(N)nc(SCC(=O)c2ccccc2)c1C#N,4
Cc1ccc(NC(=O)CCn2nc(C)cc2C)c(C)c1,3
CCOC(=O)c1cc(=O)n2[nH]c(-c3ccc(C)cc3)cc2n1,3
Cc1ccc2c(c1)nnn2C1CCN(S(=O)(=O)c2ccc(C(=O)NC3CCCC3)cc2)CC1,-1
O=C1CCCc2nc(N3CCc4ccccc43)ncc21,-24
CCc1cc2c(N[C@@H](C)C(=O)O)ncnc2s1,-43
O=C(CCNC(=O)Cn1cnc2ccccc2c1=O)NCCC1=CCCCC1,-43
O=C(O)c1ccc(COCC(F)(F)F)cc1,12
CCN1CCCC1CNc1ncnc2c1[nH]c1ccc(Cl)cc12 (stereo unspecified),-15
COc1cc(C2CC(=O)C=C(O)C2)cc(OC)c1OC (stereo unspecified),-15
COCCn1nnnc1CN1CCN2CCCC2C1 (stereo unspecified),8
O=C(CCNS(=O)(=O)c1cccc2nsnc12)NCc1cccs1,-5
Cn1c(/N=C/c2cc(Cl)ccc2O)nc2ccccc21,-23
O=C(c1cc(S(=O)(=O)N2CCOCC2)ccc1F)N1CCN(Cc2ccccc2)CC1,7
Cc1ccc(NC(=O)c2ccc(OC(=O)c3ccco3)cc2)cc1,-5
C=CCNc1nc(Nc2ccc(OC)cc2OC)nc(OCC)n1,-18
Cc1nc(=O)c(-c2ccccc2)c(C)n1Cc1ccccc1,17
CCOC(=O)C(NC(C)=O)(Nc1ccc(S(=O)(=O)Nc2nccs2)cc1)C(F)(F)F (stereo unspecified),5
Cc1nnc(SCc2ccccc2)n1N,-6
Cc1ccc(N2CC(C(=O)NCCc3ccc(S(N)(=O)=O)cc3)CC2=O)cc1 (stereo unspecified),-16

# In a second layout: 2 of the compounds above
SMILES | GBA activity up
CCOC(=O)c1cc(=O)n2[nH]c(-c3ccc(C)cc3)cc2n1 | 3
CCN1CCCC1CNc1ncnc2c1[nH]c1ccc(Cl)cc12 (stereo unspecified) | -15

# (further entries)
SMILES,GBA activity up
NC(=O)C[C@@H]1N[C@]2(C(=O)Nc3ccccc32)[C@@H]2C(=O)N(C3CCCCC3)C(=O)[C@H]12,-55
O=C(CSc1nn(-c2ccccc2)c(=S)s1)Nn1cnnc1,9
COc1ccccc1OCC(=O)Nc1cccc(C(=O)N2CCOCC2)c1,11
COc1ccc(Cc2nnc(SCC(=O)NCC3CCCO3)o2)cc1 (stereo unspecified),-10
Cc1oc(-c2cccs2)nc1CS(=O)CC(=O)NCCCOC(C)C (stereo unspecified),-41
Cc1ccc(CCN2CC(C(=O)NCc3ccco3)CC2=O)cc1 (stereo unspecified),15
COc1ccc(-c2cc(O)cc(O)c2)cc1,-19
COc1ccc(NC(=O)c2ccc3c(c2)OCO3)cc1Cl,-9
C=CCn1c(-c2ccoc2)n[nH]c1=S,3
CCc1ccccc1NC(=O)CCc1nc(-c2ccc(C)cc2)no1,-5
CCOc1ccc2[nH]c(=O)c(CN(CCO)C(=O)CC)cc2c1,-13
O=C(CSc1nnnn1C1CCCCC1)NCc1ccco1,-5
O=C(NCc1ccccn1)c1ccc(NC(=O)c2ccco2)cc1,-10
O=C(O)c1ccc(N2CCCC2=O)cc1,13
CC(OC(=O)CCc1nc2ccccc2c(=O)[nH]1)C(=O)NCc1ccc2c(c1)OCO2 (stereo unspecified),-11
Cc1cccc(S(=O)(=O)Nc2nc3ccccc3nc2NCc2ccco2)c1,3
COC(=O)C1=CN(C2CC2)C=C(C(=O)OC)C1c1ccccc1OC,-42
CCOC(=O)Cc1csc(NC(=O)CSc2nnc(-c3ccc(C)cc3)o2)n1,-1
Cc1ccc(NC(=O)N(CCCN2CCOCC2)Cc2cc3cc4c(cc3[nH]c2=O)OCO4)cc1,-6
CCCC(CCC(=O)OC)(C(=O)OCC)c1csc(N)n1 (stereo unspecified),-15
COc1ccc(-c2nnc(NC(=O)c3ccc(S(=O)(=O)N4CCc5ccccc5C4)cc3)o2)cc1,31
CCOC(=O)CSc1nnc(CNc2ccc(F)cc2)o1,16
Nc1c(Sc2ccccc2)c(=O)[nH]c(=O)n1Cc1ccccc1,-11
COc1ccccc1NC(=O)C1=C(C)Nc2ncnn2C1c1ccccc1C (stereo unspecified),-28
COCCn1c(Cc2ccccc2)nnc1SCC(=O)NC(C)(C)C,-3
SMILES,GBA activity up
O=C(O)CN1CCOCCOCCN(CC(=O)O)CCOCCOCC1,-5
COc1ccccc1NC(=O)CSc1nnc(Cc2ccccc2)o1,-8
CCc1cccc(C)c1NC(=O)CCCC(=O)O,-1
CCOC(=O)C1=C(C)NC2=C(C(=O)CCC2)C1c1cccnc1 (stereo unspecified),-6
CC1(C)CC2(CCO1)OC(=O)CC2C(=O)NCc1ccccc1 (stereo unspecified),15
CN(CC(=O)NC1CCCCC1)S(=O)(=O)c1cccc2nsnc12,11
COc1ccc(OC)c(NC(=O)CN(c2ccc(C)cc2)S(=O)(=O)c2c(C)noc2C)c1,-2
COc1ccc(N2CCN(C(=O)Cn3nnc(-c4ccc(OC)c(OC)c4)n3)CC2)cc1,-22
COCc1cc(=O)n2c([nH]c3ccccc32)c1C#N,-16
CN1/C(=C\C(=O)COc2ccc3c(c2)OCO3)C(C)(C)c2ccccc21,-23
O=C1C2C3C=CC(O3)C2C(=O)N1CC(O)c1ccccc1 (stereo unspecified),-19
Cc1nc2ccc(F)cc2cc1C(=O)NCc1ccco1,-10
Cc1ccc(Nc2ncc3c(n2)CC(c2ccco2)CC3=O)c(C)c1 (stereo unspecified),-10
O=C(CN1CCN(C(=O)c2cccc(F)c2)CC1)Nc1ccccc1F,-16
COc1ccc2[nH]c(C(=O)O)c(CCC(=O)O)c2c1,-1
CCC(c1nnnn1C(C)(C)CC)N(CCCO)Cc1cc2cc(C)cc(C)c2[nH]c1=O (stereo unspecified),5
CC(=O)c1cc(F)c(N2CCN(C(=O)Cc3ccccc3)CC2)cc1C,-6
COCc1nnc(NC(=O)C(C)C)s1,-6
C=CCn1c(Sc2nnc(C)s2)nc2c1c(=O)[nH]c(=O)n2C,-8
Cn1c(=O)oc2cc(S(=O)(=O)N3CCOCC3)ccc21,2
COc1ccccc1N1CCN(C(=O)c2nn(-c3ccccc3OC)c(=O)c3ccccc23)CC1,-28
Cn1c(SCC(=O)NCc2ccc3c(c2)OCO3)nnc1-c1cccs1,-23
CN1CC(=O)NC1=NC(=O)C12CC3CC(CC(C3)C1)C2,16
O=C(CSc1nnc(CNC(=O)c2cccs2)o1)c1ccc(Cl)cc1,-31
COC(=O)c1ccc(Cl)c(NC(=O)CN2CCOCC2)c1,-22
SMILES,GBA activity up
COc1ccc(Nc2cc(C)nc3ncnn23)c(OC)c1,0
O=C(CSc1nnnn1Cc1ccccc1)N1CCN(c2ccccc2)CC1,-14
CC(=O)Nc1ccc(NS(=O)(=O)c2cc(C)sc2C)cc1,-18
COc1ccc(CCNC(=O)Cc2nn(C)c(=O)c3ccccc23)cc1OC,-13
CCCOc1ccc2oc(=O)c3c(c2c1)CCCN3C(=O)CN(C)Cc1ccccc1,-7
O=C(NC1CCCc2ccccc21)C1CCN(S(=O)(=O)c2cnc[nH]2)CC1 (stereo unspecified),0
O=C(O)CCSCC(=O)Nc1c(C(=O)C2CC2)oc2ccccc12,-18
O=C(Nc1nccs1)C1CCCN1S(=O)(=O)c1ccc(F)cc1 (stereo unspecified),0
Cc1cc(C)n2nc(C(=O)OCC(=O)Nc3ccc4c(c3)OCO4)nc2n1,1
COc1ccc(OC)c(NC(=O)c2ccc(CN3CCOCC3)cc2)c1,-1
COc1ccc(NC(=O)CSc2nnc(-c3ccncc3)n2CC2CCCO2)c(OC)c1 (stereo unspecified),4
CCOC(=O)CSc1nnc(-c2c[nH]c3ccccc23)n1CC,-8
Cc1ccc(S(=O)(=O)N2CCC(C(=O)Nc3nnc(COc4ccccc4)s3)CC2)cc1,-3
O=C(CC1SC(=Nc2ccccc2)N(CCCCO)C1=O)NCc1ccccc1 (stereo unspecified),-9
Cc1nnc2n1N=CC=C(c1ccccc1)S2,18
COc1ccc(Br)cc1C(=O)Nc1ccc(N2CCN(S(C)(=O)=O)CC2)cc1,5
Cc1oc(C(C)(C)C)c(CN2CCCC2)c1C(=O)O,-22
COC(=O)CN1C(=O)N(c2ccccc2)C(N(O)C(=O)Nc2ccccc2)C1(C)C (stereo unspecified),-2
O=C(Nc1ccc(N2CCOCC2)c(Cl)c1)c1ncn[nH]1,10
Cc1nc(CCNC(=O)c2cccs2)cs1,-19
C=CCOC(=O)C(C#N)c1nc2ccccc2nc1N1CCN(c2ccccc2OC)CC1 (stereo unspecified),0
COc1ccc(CNC(=O)C2CCN(S(=O)(=O)c3cc(OC)ccc3OC)CC2)cc1,0
COC(=O)c1c(N)n(-c2ccc(N3CCOCC3)cc2)c2nc3ccccc3nc12,3
Cn1c(=O)c2c(nc(-n3ccnc3)n2Cc2ccccc2)n(C)c1=O,1
COc1ccccc1OCCCn1cc(C#N)c2ccccc21,4
SMILES,GBA activity up
O=C(c1c(O)c2ccccc2oc1=O)C1CCC1,-4
O=C(CSc1nnnn1-c1ccccc1)CC(=O)Nc1ccc(Cl)cc1,-15
Cc1cccc2sc(NC(=O)CCNS(=O)(=O)c3cccs3)nc12,-33
CN(C)S(=O)(=O)Nc1ccc2c(c1)OCO2,-12
Cc1cc(=O)cc(C)n1-c1ccc2c(c1)nc(C)n2-c1ccccc1,-28
O=C1CC(=O)N(Cc2cccs2)C(=O)N1,-5
CCCCOc1ccc(C(C)(O)CCN2CCOCC2)cc1 (stereo unspecified),4
CCOC(=O)c1cnc2ccc(Cl)cc2c1N1CCN(C)CC1,8
O=C(O)CCn1ccnc1-c1ccccc1,4
O=C1CCC(C(=O)OCC(=O)C23CC4CC(CC(C4)C2)C3)N1 (stereo unspecified),8
NC1C2CN(c3nc4c(cc3F)c(=O)c(C(=O)O)cn4-c3ccc(F)cc3F)CC12 (stereo unspecified),-52
CC(=O)c1cccc(NC(=O)COc2nsnc2N2CCOCC2)c1,14
CN1CCN(C(=O)c2cnn3c(C(F)(F)F)cc(-c4ccc5c(c4)OCO5)nc23)CC1,-8
CC1CCN(C(=O)CCc2nc3cc(S(=O)(=O)N(C)C)ccc3n2C)CC1,-6
COc1cc(C(=O)OCCN2CCOCC2)ccc1O,-35
COc1ccc(C2CC(=O)c3cnc(NC(=O)c4cc(OC)cc(OC)c4)nc3C2)cc1 (stereo unspecified),2
COc1ccc(-c2noc(CN(C(=O)c3c(-c4ccccc4Cl)noc3C)C(C)C)n2)cc1,38
Cc1ccc(CCNC(=O)C2CCCN(S(=O)(=O)c3c(C)noc3C)C2)cc1 (stereo unspecified),0
COC(=O)CNc1nc(C2CC2)nc2c1nnn2Cc1ccccc1Cl,-39
O=C(CNC(=O)c1ccco1)OCN1C(=O)c2ccccc2C1=O,-10
Cc1nc(N2CCC(C)CC2)c2c(C)c(C(=O)O)sc2n1,-18
CCOC(=O)Cc1csc(NC(=O)C(C)(C)C)n1,16
Cc1cc(C)nc(SCc2nnc(SCC(=O)NCc3ccco3)n2-c2ccccc2)n1,-51
CCn1c(=O)cc(OCC(=O)N2CCCCCC2)c2ccccc21,2
Cc1ccc2[nH]c(=O)c(C(c3nnnn3CCc3ccccc3)N3CCOCC3)cc2c1 (stereo unspecified),-38
SMILES,GBA activity up
C1=C(C(c2nnnn2C2CCCCC2)N2CCCCC2)COc2ccccc21 (stereo unspecified),-13
O=C(c1ccco1)c1cn(CC(=O)N2CCCc3ccccc32)c2ccccc12,-19
Cc1ccc(C(=O)Nc2nnc(-c3cccs3)s2)cc1C,-31
Cc1ccccc1-n1ncc2c(SCC(=O)NCc3cccs3)ncnc21,-12
O=C(COc1ccc(S(=O)(=O)NC2CCCCC2)cc1Cl)NCc1cccnc1,4
Fc1ccccc1N1CCN(C(c2ccncc2)c2nnnn2C2CCCC2)CC1 (stereo unspecified),-10
Cc1ccc(S(=O)(=O)N2CCN(Cc3cc(C(C)C)ccc3O)CC2)cc1,1
CCOc1cc(C)c(C(C)C)cc1S(=O)(=O)NCc1ccccn1,-22
COc1ccccc1NC(=O)N(Cc1ccc2c(c1)OCO2)Cc1nc2ccccc2c(=O)[nH]1,-37
CC(C)c1ccc(N2CC(C(=O)Nc3nccs3)CC2=O)cc1 (stereo unspecified),-18
Cc1ccccc1CS(=O)(=O)CCC(=O)NCCCN1CCN(c2ccccc2F)CC1,0
CC(=O)N1CCN(S(=O)(=O)c2ccc(C)cc2)C1c1ccc(N(C)C)cc1 (stereo unspecified),-38
